Screening results from PubChem.
PfHsp40 rescue: rescue of yeast from PfHsp40 toxicity, primary screen, S. cerevisiae, ATP luminescence | S. cerevisiae expressing PfHsp40, growth rescue | growth rescue, % at 12.5 µM | 0.68% of 340,000 active | AID 504582, 2011; in the data active means growth rescue above about 28%, passing the limit was not always enough;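 further: yeast W303a lacking pdr1 and pdr3 grown in galactose medium; growth measured after three days at 30 °C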
Yp Topo-I inh: Yersinia pestis topoisomerase I inhibitors, primary screen, biochemical, cleavage product accumulation, plate reader, single point; Y. pestis Topo-I cleavage product accumulation; 0.064% of 360,000 active; activity, % at 10 µM; DNA topoisomerase I (Yersinia pestis CO92); AID 504884, 2011; in the data active means activity above about 50%, passing the limit was not always enough; further: inactives centre near 2
GDH-TPI counter: GDH-TPI coupling enzyme inhibitors, primary screen, artefact control for M. tuberculosis FBA inhibitor project, biochemical, absorbance, full deck; GDH-TPI coupled enzyme counterscreen, NADH absorbance; 1.2% of 360,000 active; inhibition, % at 4.8 µM; in the data active means inhibition above about 30%;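 further: 0% = DMSO wells and 100% = wells lacking the enzyme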
BH1578 lux ind: inducers of Vibrio cholerae quorum light production without autoinducers, primary screen, BH1578 luxS cqsA deficient, single point | activation, % at 18.7 µM | V. cholerae BH1578 lux reporter, luminescence, 6 h | 0.16% of 350,000 active; in the data active means activation mostly above about 9.7%, no sharp cut-off; further: not every result past the cut was called active; inactives centre near 0; reference of the scale not given here
UGM FP inh: M. tuberculosis UGM enzyme inhibitors, primary screen, biochemical, fluorescence polarization, single point. purified UGM, fluorescence polarization probe displacement. inhibition, % at 10 µM. 0.06% of 320,000 active. AID 504406, 2011; in the data active means inhibition above about 10%, passing the limit was not always enough
Target sequence (P9WIQ1 whole entry, looked up): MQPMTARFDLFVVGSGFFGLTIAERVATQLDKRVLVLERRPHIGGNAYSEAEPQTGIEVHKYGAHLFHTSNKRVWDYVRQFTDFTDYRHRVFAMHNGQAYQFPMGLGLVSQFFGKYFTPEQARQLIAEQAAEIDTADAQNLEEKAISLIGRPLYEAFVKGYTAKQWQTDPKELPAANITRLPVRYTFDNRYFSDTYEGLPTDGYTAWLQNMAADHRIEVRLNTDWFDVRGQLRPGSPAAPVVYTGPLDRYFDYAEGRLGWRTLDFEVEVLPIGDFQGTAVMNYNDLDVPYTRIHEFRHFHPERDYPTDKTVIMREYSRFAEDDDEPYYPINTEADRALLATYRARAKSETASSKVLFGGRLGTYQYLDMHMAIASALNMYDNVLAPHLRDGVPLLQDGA
BioA inh: M. tuberculosis BioA enzyme inhibitors, primary screen, biochemical, plate reader, single point, HTS | inhibition, % at 9.99 µM | purified M. tuberculosis BioA enzyme | 0.096% of 360,000 active | 7,8-diaminopelargonic acid synthase BioA (Mycobacterium tuberculosis); in the data active means inhibition above about 40%
FadD28 FP inh: inhibitors of FadD28 bisubstrate probe binding, primary screen, biochemical, fluorescence polarization, single point | Mycobacterium tuberculosis FadD28 fatty-acid-AMP ligase | inhibition, % at 12.5 µM | 0.22% of 360,000 active | AID 588549, 2011; in the data active means inhibition above about 8.5%, passing the limit was not always enough
Mtb FBA inh: Mtb FBA enzyme inhibitors, primary screen, biochemical, fluorescence, strain H37Rv. AID 588726, 2011. purified M. tuberculosis FBA, fluorescence read-out. 2.3% of 360,000 active. inhibition, % at 1 µM; in the data active means inhibition above about 27%;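 further: 0% = vehicle and 100% = reference inhibitor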
Target sequence (P9WQA3 whole entry, looked up): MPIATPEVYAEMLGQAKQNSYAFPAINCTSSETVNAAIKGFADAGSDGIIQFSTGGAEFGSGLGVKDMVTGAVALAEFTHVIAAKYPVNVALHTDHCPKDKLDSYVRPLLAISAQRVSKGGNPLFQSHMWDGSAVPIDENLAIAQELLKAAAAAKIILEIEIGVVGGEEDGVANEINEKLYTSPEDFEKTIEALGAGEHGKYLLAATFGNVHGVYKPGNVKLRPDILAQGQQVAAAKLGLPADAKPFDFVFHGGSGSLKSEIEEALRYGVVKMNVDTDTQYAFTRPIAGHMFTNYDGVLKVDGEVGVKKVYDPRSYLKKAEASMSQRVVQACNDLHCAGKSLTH
TcdB inh: TcdB glycohydrolase inhibitors, primary screen, biochemical, single point, plate reader; Toxin B (Clostridioides difficile), P18177; TcdB glycohydrolase enzymatic assay; inhibition, % at 9.99 µM; 0.24% of 350,000 active; in the data active means inhibition above about 10%
* = called active by the depositor; i = inactive; x = not tested or not shown.

SMILES	PfHsp40 rescue	Yp Topo-I inh	GDH-TPI counter	BH1578 lux ind	UGM FP inh	BioA inh	FadD28 FP inh	Mtb FBA inh	TcdB inh
COc1cc2c(cc1[N+](=O)[O-])-c1ccc([N+](=O)[O-])cc1C2	x	-6.6	6.7	i	x	0.2	-2.5	-3.1	0.8
COc1ccc2[nH]c3c(c2c1)CCC/C3=N\N	-1.6	4.6	6.9	-0.7	-0.8	-1.8	1.6	4.5	0.6
Cc1cccc(C(=O)NC2CCN(CC(=O)NCc3ccccc3F)CC2)c1	-0.8	-11.6	0.8	-0.3	-1.9	-3.4	0.6	1.8	-0.5
CCCCCC(=O)NNC1=NCC(Cc2ccccc2)S1 (stereo not drawn)	0.1	-5.2	-3.1	i	3.9	x	-0.6	7.3	0.7
O=C(Nc1ccc2c(c1)OCCO2)C(C1CC1)N1CCN(c2ccc(F)cc2)CC1 (stereo not drawn)	x	x	x	x	x	-3.1	-2.4	-0.8	0.0
O=C(O)/C=C/c1ccc(S(=O)(=O)Nc2ccccc2C(=O)Nc2ccc(F)cc2)cc1	1.6	5.1	14.9	-3.1	1.5	1.4	-3.2	-2.0	1.0
CCOC(=O)c1sc(NC(=O)CCN2C(=O)c3ccccc3C2=O)c(C(=O)OCC)c1C	1.1	1.9	-1.5	-0.4	0.4	x	-0.7	1.2	0.9
COC(=O)c1sc(C(C)(C)C)cc1CSc1ccccc1	-1.6	16.9	-3.4	-0.4	-1.9	x	-4.6	-0.8	1.6
CCOCCn1ccc2c(OCC(=O)Nc3ccc(OC)cc3OC)cccc2c1=O	-0.8	-8.3	7.0	-6.2	6.1	-4.0	0.3	3.1	0.5
CC(=O)N1CCN(c2ccccc2NC(=O)COc2cc(C)ccc2C(C)C)CC1	0.8	31.9	-3.0	i	-3.8	2.4	-1.8	1.4	x

Reprinted from the entries so far, 3 compounds:
SMILES	PfHsp40 rescue	Yp Topo-I inh	GDH-TPI counter	BH1578 lux ind	UGM FP inh	BioA inh	FadD28 FP inh	Mtb FBA inh	TcdB inh
COc1cc2c(cc1[N+](=O)[O-])-c1ccc([N+](=O)[O-])cc1C2	x	-6.6	6.7	i	x	0.2	-2.5	-3.1	0.8
COc1ccc2[nH]c3c(c2c1)CCC/C3=N\N	-1.6	4.6	6.9	-0.7	-0.8	-1.8	1.6	4.5	0.6
Cc1cccc(C(=O)NC2CCN(CC(=O)NCc3ccccc3F)CC2)c1	-0.8	-11.6	0.8	-0.3	-1.9	-3.4	0.6	1.8	-0.5

(listing goes on)
SMILES	PfHsp40 rescue	Yp Topo-I inh	GDH-TPI counter	BH1578 lux ind	UGM FP inh	BioA inh	FadD28 FP inh	Mtb FBA inh	TcdB inh
Cc1ccc(S(=O)(=O)N2CCOCC2)cc1C(=O)NCc1ccccn1	-1.0	-0.2	4.2	i	x	-0.8	0.5	5.0	1.4
NNC(=O)c1csc(-c2cccc(C(F)(F)F)c2)n1	0.6	0.2	-1.6	i	-1.7	x	-4.4	-1.2	-0.7
O=C(NCc1cccs1)C1Cc2c(-c3ccc(Cl)cc3)ccnc2O1 (stereo not drawn)	x	24.9	4.4	-0.4	x	0.9	-3.3	-1.8	-8.1
NNC(=O)[C@H](Cc1ccccc1)NC(=O)Nc1ccc2c(c1)OCCO2	-0.4	4.9	8.0	-0.4	-0.4	x	-3.5	-0.5	0.8
CCCCN(C(=O)c1ccc(N(C)S(=O)(=O)c2ccc(C)cc2)cc1)c1c(N)n(CC(C)C)c(=O)[nH]c1=O	0.6	-7.6	3.8	0.6	x	0.8	-1.0	-0.9	1.1
Cn1c(=O)oc2cc(S(=O)(=O)NCCC(=O)NC3CCCC3)ccc21	-0.5	0.3	-1.2	-3.3	-1.5	-0.6	-1.3	1.6	x
CC(C)OC(=O)c1ccc(NC(=O)c2cccc(-n3cnnn3)c2)cc1	0.3	0.0	-5.7	0.3	3.1	0.9	-4.2	-0.2	0.3
O=C(NC(=S)NCc1ccccc1)c1ccc(Br)cc1	x	28.3	-5.2	i	-1.9	-1.4	-0.1	0.5	1.2
CCn1c(CNC(=O)c2cccs2)nnc1SCC(=O)NCCc1ccccc1	-1.2	-8.2	-3.5	i	x	0.6	-1.9	-0.8	x
CC(=O)C[C@H](O)CC(=O)[C@@H]1OC(=O)[C@H](C)C/C=C\Cc2ccccc21	1.4	4.0	4.2	-0.2	-1.2	6.2	1.4	-2.3	0.2
Cc1nc(C)c2c(c1C(F)(F)F)-c1ccccc1C2(F)F	0.7	-8.0	-3.7	2.6	-1.8	-5.3	1.1	1.9	x
CCCN(C(=O)CSCC(=O)Nc1cccc(C)c1)c1c(N)n(Cc2ccccc2)c(=O)[nH]c1=O	5.0	9.7	-3.7	i	-1.6	-0.5	-3.0	-0.5	0.9
Cc1ccc(S(=O)(=O)N(C)C)cc1NC(=O)c1cccnc1Oc1ccccc1	x	12.3	-2.2	i	0.6	0.6	0.0	0.5	0.2
CC(C)n1c(O)c(N=Nc2ccc(Cl)nn2)c2ccccc21	-2.0	2.6	4.8	-0.2	0.8	-4.8	-0.4	-1.6	x
COc1ccc(NC(C)=O)cc1NC(C)C(=O)Nc1cccc(S(=O)(=O)N2CCOCC2)c1 (stereo not drawn)	-0.9	-7.5	5.4	i	1.8	-0.1	-0.6	-0.7	0.5
COc1cc(C=NNC(=O)c2ccc(NS(=O)(=O)c3cccs3)cc2)cc(Br)c1O	-0.1	-6.2	52.0*	i	0.1	-3.0	5.5	1.1	-3.3
CSc1cccc(N=C2C(=O)Nc3ccccc32)c1	-1.2	4.8	9.4	1.0	-2.1	-0.4	-2.4	-0.3	2.0
O=C(NCC1CCCO1)C1CCCN1C(=O)Nc1ccccc1[N+](=O)[O-] (stereo not drawn)	-1.9	-2.4	2.2	i	1.2	x	-0.9	-1.8	-0.4
Cc1ccc(/C=C/S(=O)(=O)N2CCC(C(=O)O)CC2)cc1	-0.6	-2.9	5.2	-3.3	0.8	x	-3.1	-2.9	x
COc1ccc(/C=C2\SC(=O)N(CCC(=O)N3CCCCC3CCO)C2=O)cc1 (stereo not drawn)	1.1	17.3	40.3*	-0.2	-0.1	-1.2	-2.1	0.5	2.2
Cc1cc(OCC(=O)Nc2ccccc2N2CCCCC2)ccc1C(C)C	-0.2	7.7	6.5	i	-1.2	x	-1.1	-1.1	0.5
COc1cccc(CNC(=O)c2nnn(CC(=O)Nc3ccc4c(c3)OCO4)c2N)c1	-1.4	0.3	-4.6	-3.6	-3.8	x	-0.8	1.7	1.2
COc1ccc(-c2cc(-c3ccccc3)nc(SC(C)C(=O)O)c2C#N)cc1 (stereo not drawn)	1.5	11.9	11.5	i	-1.8	16.7	-12.2	2.0	0.7
Cc1csc(NC(=O)C2CCCN(S(=O)(=O)c3ccc(Br)s3)C2)n1 (stereo not drawn)	1.8	-4.7	2.5	6.1	1.3	2.7	-2.4	1.5	x
Cc1cc([N+](=O)[O-])ccc1NC(=O)C(C)NC1CCCCC1 (stereo not drawn)	-1.3	-2.7	-6.4	i	-0.8	3.3	0.6	3.3	0.8
Cc1cc(NC(=O)CSCC(=O)OCC(=O)c2ccc(Br)cc2)no1	x	3.3	0.9	-0.3	x	-2.1	-1.5	0.1	0.0
Cc1cc(C)cc(N2CC(O)=C(c3nc4ccccc4c(=O)[nH]3)C2=N)c1	1.1	7.9	5.7	-0.4	-1.5	x	-7.3	34.3*	-0.9
COc1ccc(CCNS(=O)(=O)c2ccc(-n3cnnn3)cc2)cc1OC	-0.5	5.5	2.7	-0.5	0.2	-2.2	x	0.5	-6.0
CC(=O)c1cc2c(cc1NC(=O)c1cnc(C)cn1)OCO2	0.7	-6.6	-1.8	i	-0.4	0.2	-2.8	1.6	x
CN(CCn1ccnc1)C(=O)CC1C(=O)NCCN1Cc1ccccc1C(F)(F)F (stereo not drawn)	0.4	1.5	-5.1	-2.0	1.1	-1.5	-1.8	7.4	1.5
CC(=O)N1N=C(c2ccccc2)CC1c1ccc(F)cc1 (stereo not drawn)	-0.6	1.2	-15.4	0.6	-2.1	2.6	-2.9	1.0	1.1
COc1ccc(C(=O)Nn2cnnc2)cc1	0.3	1.7	0.9	1.0	1.9	0.1	-1.7	5.2	x
Cc1cc(C)cc(N2C(=O)CC(Sc3ccccc3C(=O)O)C2=O)c1 (stereo not drawn)	-0.4	-4.7	5.9	-1.1	2.6	x	-0.8	3.0	0.8
Cc1cc(C(=O)NCCC(c2ccccc2)c2ccccc2)c(C)o1	-0.7	3.7	3.5	i	-0.8	0.3	-6.8	-0.4	x
CCCC(=O)N=C1SC2CS(=O)(=O)CC2N1c1ccc(C(C)=O)cc1 (stereo not drawn)	0.0	-2.6	9.3	i	-0.8	-2.8	-0.6	4.2	x
CCCCOc1ccc(C(=O)NCC(=O)NCCOc2ccc(C)cc2)cc1	-0.3	18.5	11.7	i	-1.8	-0.7	-1.9	-0.9	0.9
CC1CCc2c(sc(/N=C/c3ccco3)c2C(N)=O)C1 (stereo not drawn)	0.8	1.9	24.1	-1.0	3.3	-0.4	-1.0	2.4	-1.3
O=C(Nc1ccc2oc(-c3ccccc3Cl)nc2c1)c1cncc(Br)c1	0.2	4.9	10.1	-0.7	-0.9	-1.9	-1.8	2.3	x
Cc1c(C(=O)NCCN2CCOCC2)sc2nc(-c3ccc(F)cc3)cn12	-1.0	9.3	-8.2	-0.4	0.4	-0.2	-4.2	0.5	0.3
Cc1nc(N)sc1-c1csc(NCc2ccccc2)n1	-1.7	2.1	-4.6	i	2.5	-0.3	-3.1	2.8	x
COc1ccc(C(=O)Nc2ccc3c(c2)n(C)c(=O)n3C)cc1OC	-0.7	8.8	-3.0	-1.5	-1.5	-1.6	1.6	1.3	-0.9
Cc1ccccc1NC(=S)NCCc1ccc(S(N)(=O)=O)cc1	-0.5	-3.2	13.3	-0.2	-3.2	x	-0.3	-1.6	x
Fc1ccc(NC(=S)NC2CCN(Cc3ccccc3)CC2)cc1	0.2	-5.7	-0.6	-0.5	-0.1	x	-0.6	-1.6	1.4
O=C(O)C(CCc1ccccc1)N1CCOCC1 (stereo not drawn)	x	4.4	9.3	-0.5	x	-1.5	-0.1	-0.9	0.6
CC12CCC(=O)N1C(C(=O)OCC(=O)Nc1cc(S(=O)(=O)N3CCCCC3)ccc1Cl)CS2 (stereo not drawn)	1.8	23.2	-8.9	-0.2	-1.1	x	-1.9	0.7	x
COc1cccc(CCNC(=O)c2cc(COc3c(F)cccc3F)on2)c1	-0.6	30.8	7.6	-1.0	-0.6	-0.9	-0.8	2.8	-0.4
Cc1cc(F)ccc1NC(=O)c1cc(S(=O)(=O)N2CCOCC2)cn1C	0.7	0.3	7.2	-0.3	5.7	-2.3	0.1	0.1	0.7
O=C(Cn1ccc(=O)[nH]c1=O)Nc1nccs1	x	8.7	3.9	5.3	x	-1.3	-0.3	-0.9	1.6
CC12CC3CC(C)(C1)CC(CN)(C3)C2	1.2	1.2	1.3	-0.5	0.8	0.0	-2.4	-0.2	x
CC(O)(CS(=O)(=O)Cc1ccccc1)c1ccccc1 (stereo not drawn)	-1.2	3.3	3.8	-0.5	-0.1	2.0	-0.6	1.3	2.6

Carrying on:
SMILES	PfHsp40 rescue	Yp Topo-I inh	GDH-TPI counter	BH1578 lux ind	UGM FP inh	BioA inh	FadD28 FP inh	Mtb FBA inh	TcdB inh
O=C(CCc1nnc2n(CCc3ccccc3)c(=O)c3ccccc3n12)NCCCN1CCCCC1	1.1	2.2	-7.0	-2.0	1.4	0.7	-0.7	4.5	1.6
CCc1ccc(NC(=O)C(=O)c2cn(CC(=O)N3CCCCC3)c3ccccc23)cc1	1.1	5.8	37.0*	-0.2	0.4	-0.3	0.6	-3.0	x
C#CCOCCOCCOCCNc1nc(N2CCN(C(=O)Cn3cc(CCCCN)nn3)CC2)nc(N2CCN(C(=O)Cn3cc(CC(C)O)nn3)CC2)n1 (stereo not drawn)	0.7	-0.7	12.1	0.3	4.1	-4.3	-0.6	2.9	0.6
CC(Oc1ccc(Cl)cc1Cl)C(=O)N(Cc1ccco1)C1CCS(=O)(=O)C1 (stereo not drawn)	-0.7	15.2	0.3	i	1.7	0.5	-0.5	1.1	x
